CD11b adhes inh: CD11b/CD18-fibrinogen binding inhibition; P05107+P11215; K562 CD11b/CD18 adhesion to fibrinogen, ATPlite luminescence; Mn2+ added to activate the integrin; inhibition, % at 10 µM; hit rate 0.54% among 93,000; AID 1497;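 active means primary inhibition of 50% or more at 10 µM, then 40% or more on retest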; further: some results filed as inactive read as strong as hits
Target sequence (P05107 whole entry, looked up, other chains not shown): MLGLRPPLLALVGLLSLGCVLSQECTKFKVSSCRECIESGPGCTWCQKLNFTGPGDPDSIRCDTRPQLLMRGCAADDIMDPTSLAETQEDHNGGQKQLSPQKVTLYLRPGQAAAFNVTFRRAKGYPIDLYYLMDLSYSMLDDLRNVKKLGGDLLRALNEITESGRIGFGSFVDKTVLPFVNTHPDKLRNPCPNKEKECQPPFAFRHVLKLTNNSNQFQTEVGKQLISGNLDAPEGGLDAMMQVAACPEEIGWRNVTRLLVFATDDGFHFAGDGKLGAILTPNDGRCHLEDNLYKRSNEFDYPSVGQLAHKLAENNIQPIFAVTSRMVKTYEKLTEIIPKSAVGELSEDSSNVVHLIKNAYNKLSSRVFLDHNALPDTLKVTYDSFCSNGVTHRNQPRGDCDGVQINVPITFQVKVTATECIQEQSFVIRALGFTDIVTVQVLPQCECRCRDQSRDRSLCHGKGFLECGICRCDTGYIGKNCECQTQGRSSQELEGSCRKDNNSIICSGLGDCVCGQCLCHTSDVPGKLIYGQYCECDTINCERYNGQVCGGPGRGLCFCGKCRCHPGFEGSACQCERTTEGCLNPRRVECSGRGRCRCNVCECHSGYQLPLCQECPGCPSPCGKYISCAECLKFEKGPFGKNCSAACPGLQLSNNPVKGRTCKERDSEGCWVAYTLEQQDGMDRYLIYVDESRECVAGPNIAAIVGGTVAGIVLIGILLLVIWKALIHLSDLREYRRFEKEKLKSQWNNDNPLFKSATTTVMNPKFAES
PLAP act: activators of human placental alkaline phosphatase. P05187. purified PLAP enzyme, luminescent substrate read-out; stronger effect = higher value. activation fold at 20 µM. hit rate 1.2% among 96,000. AID 696; in the data active means activation fold above about 2
sEH inhibitor: inhibitors of human soluble epoxide hydrolase. inhibition, % at 2 µM. AID 707. hit rate 0.34% among 91,000. P34913. recombinant human sEH enzymatic activity assay; in the data active means inhibition above about 80%; further: values of inactives mirror those of a sister screen read the other way; many of its hits are not listed in these tables
S1P2 ag: S1P2 (human) receptor agonism; O95136; S1P2-expressing cell line, agonist reporter read-out; activation, % at 4.5 µM; hit rate 0.46% among 97,000; AID 729; in the data active means activation above about 16%;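 further: 0% = vehicle low control and 100% = maximal reference agonist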
Target sequence (O95136 whole entry, looked up): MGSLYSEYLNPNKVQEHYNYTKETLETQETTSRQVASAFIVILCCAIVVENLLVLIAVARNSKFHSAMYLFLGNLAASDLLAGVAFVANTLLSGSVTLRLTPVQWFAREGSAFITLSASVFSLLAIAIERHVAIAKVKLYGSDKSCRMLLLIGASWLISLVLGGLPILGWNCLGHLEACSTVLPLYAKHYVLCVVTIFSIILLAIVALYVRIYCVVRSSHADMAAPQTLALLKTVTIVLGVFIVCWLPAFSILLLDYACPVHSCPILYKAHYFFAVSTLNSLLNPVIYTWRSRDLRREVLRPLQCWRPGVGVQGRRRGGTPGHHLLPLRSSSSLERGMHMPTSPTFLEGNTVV
sEH activator: activators of human soluble epoxide hydrolase. activation, % at 2 µM. purified human sEH enzymatic activity, activator screen. AID 717. hit rate 0.04% among 91,000. P34913; in the data active means activation above about 37%; further: values of inactives mirror those of a sister screen read the other way
PostGolgi ctrl: inhibits growth of the yeast control strain; inhibition, % at 10 µM; AID 738; efflux-deficient yeast background strain, growth absorbance A615, 16 h; hit rate 5% among 98,000
PostGolgi yeast: growth inhibition of a yeast mutant, post-Golgi transport screen; hit rate 0.9% among 98,000; post-Golgi transport phenotypic cell assay; inhibition, % at 10 µM; AID 739;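 further: yeast cells grown in 1536-well plates; yeast grown about 18 h at 30C before absorbance read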
S1P2 antag: antagonists of human S1P2 receptor. cell-based S1P2 antagonist assay, inhibition at 5 uM. inhibition, % at 5 µM. hit rate 0.21% among 97,000. AID 736; in the data active means inhibition above about 45%;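 further: CRE beta-lactamase reporter cells expressing human S1P2 stimulated with S1P; 0% = agonist at EC80 alone and 100% = agonist plus reference antagonist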
E coli WT exp: E. coli BW25113 growth inhibition, expanded screen | OD600 absorbance | growth inhibition, % at 100 µM | hit rate 0.15% among 98,000;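 active means growth inhibition above about 50% at one test dose, limit read from the data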;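 further: growth measured after 20 h incubation at 37 °C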
* marks the source's active call; other numbers are inactive results; / = not tested or not shown. Unless noted, no stated cut-off is given here; in the data, active means inhibition above about 30%; inactive means the rest.

SMILES	CD11b adhes inh	PLAP act	sEH inhibitor	S1P2 ag	sEH activator	PostGolgi ctrl	PostGolgi yeast	S1P2 antag	E coli WT exp
CC(C)(C)c1ccc(CN(Cc2ccccc2)C(c2ccccn2)c2nnnn2C(C)(C)C)cc1 (stereo not drawn)	10	1.3	2	-4	0	22	8	-1	-12
COc1cccc2[nH]c3c(N4CCN(Cc5ccc6c(c5)OCO6)CC4)ncnc3c12	8	2.1*	1	-3	-3	10	-5	20	0
O=C(Cn1c(=O)oc2ccccc21)c1ccccc1	-6	0.8	-4	-2	2	3	15	9	3
Cc1ccc(-c2noc(CSc3nnc(Cc4ccccc4)n3-c3cccc(C)c3)n2)cc1	65	1.4	-15	-2	13	23	5	-6	-19
C1=C(N2CCOCC2)/C(=C/c2nc3ccccc3[nH]2)CC1	-5	1.5	/	/	/	15	9	/	7
COC(=O)Cn1cnc2c1c(=O)n(C)c(=O)n2C	/	/	-2	-5	4	/	/	-10	/
C=CCNc1nc(-c2ccccc2)c(C(=O)OCC)cc1C#N	/	1.1	-3	-4	3	20	1	-13	5
CCN(CC)C(=O)CN(c1ccc(F)c(Cl)c1)S(C)(=O)=O	-8	1.1	-16	-1	15	5	-7	7	-10
N#CCc1ccc(C(=O)c2ccccc2)s1	-16	0.8	9	0	-7	0	-6	7	6
Cc1ccc(C)c2nc3sc(C(=O)N4CCCc5ccccc54)c(N)c3cc12	/	0.9	-1	-7	3	-1	-7	13	-14
CCCS(=O)(=O)N1CCC(C(=O)N2CCC(Cc3ccccc3)CC2)CC1	/	1.3	16	-9	-15	8	6	7	1
Cc1ccc(SCC(=O)NCCN2C(=O)CSC2=O)cc1C	9	1.5	-9	-3	11	-4	12	9	-1
Cc1ccc(S(=O)(=O)N2CCOCC2)cc1C(=O)NCc1cn2ccsc2n1	-1	1	6	-3	-4	-2	3	-6	-3
CCOC(=O)c1c(C)[nH]c(C(=O)CN2C(=O)NC(CC)(c3ccccc3)C2=O)c1C (stereo not drawn)	38	1.6	0	-5	1	-3	-8	-17	0
CCc1nnc(NC(=O)Cc2ccc(OCc3c(C)noc3C)cc2)s1	-20	1	1	-1	-1	24	-4	-4	3
Cc1cc(NC(=O)c2cc(-c3ccco3)on2)nn1Cc1ccc(Cl)cc1	/	1	2	-3	-2	4	10	6	-6
Cc1ccc(C(=O)Nc2nc3nc(-c4ccccc4)cc(=O)n3[nH]2)cc1	-4	1	0	-5	-1	1	15	-13	-22
CCNS(=O)(=O)c1ccc2c(c1)n(C)c(=O)n2C	-2	0.8	5	-3	-7	0	9	0	-4
CCOC(=O)c1ccc(NS(=O)(=O)c2ccc(SC)cc2)cc1	-13	0.8	5	1	0	18	-14	-26	2
CCOC(=O)C1=C(C)NC2=C(C(=O)CCC2)C1c1cc(OC)ccc1OC (stereo not drawn)	6	1.7	-2	-2	4	1	7	10	-8
COc1ccc(CN(C2CCCC2)S(=O)(=O)c2ccc(-n3cnnn3)c(OC)c2)cc1OC	-39	1.5	17	-4	-13	1	22	-21	-7
O=S(=O)(Nc1cccc(C(F)(F)F)c1)c1cccnc1	1	0.9	/	/	/	4	2	/	11
COc1ccc(CNC(=O)CCc2c(C)nc3ncnn3c2C)cc1	-5	1.2	/	-3	/	3	8	-10	-11
O=C(NCCc1ccccc1)/C(=N\O)c1ccccc1	-8	1	/	-1	/	1	-3	-5	-11
CC(=O)NC1=NN(C(C)=O)C(c2cccs2)S1 (stereo not drawn)	/	/	8	-4	-7	/	/	18	/
O=S(=O)(Cc1ccccc1)N1CCCCC1	7	1.3	1	-7	0	2	4	4	-12
N#Cc1c(C(F)(F)F)cc(-c2ccco2)nc1SCc1ccccn1	9	1.1	-5	-3	8	9	14	-23	-5
COc1ccccc1-n1nnnc1SCC(=O)Nc1ccccn1	-26	0.9	7	-4	-7	6	0	-33	0
CCCC(=O)N1CCN(c2nc(CC(C)C)c3c(c2C#N)CCC3)CC1	0	1.4	2	-4	1	12	17	12	9
COC(=O)c1ccc(C(c2c(N)n(CC(C)C)c(=O)[nH]c2=O)N2CCN(c3ccccc3)CC2)cc1 (stereo not drawn)	13	1.8	-15	-2	13	35*	-17	2	-6
Cc1nc(-c2c(C(F)(F)F)noc2-c2ccc(O)cc2O)cs1	38	1	-25	0	24	16	7	9	4
Cc1cccc(NC(=S)NC2CC3CCCC(C2)N3Cc2cccs2)c1C (stereo not drawn)	/	1.9	35	-2	-33	22	1	-14	-2
Cc1nnc(SCC(=O)NCc2ccco2)n1-c1ccccc1	2	1.1	-13	-3	13	8	-8	-10	3
Cc1c(Cl)cccc1NC(=O)CCN1CCCC(C)C1 (stereo not drawn)	-13	1	/	/	/	1	-3	/	-10
CC(=O)c1cccc(NC(=O)NC(C)c2ccncc2)c1 (stereo not drawn)	-25	2.2*	14	-7	-11	-3	4	-11	-4
COc1ccc2[nH]cc(/C=C(/C#N)S(=O)(=O)c3ccccc3)c2c1	2	1.1	-3	-6	0	37*	-5	-1	-3
C=CCn1c(NCCc2ccccc2)nc2c1c(=O)n(C)c(=O)n2C	38	1.1	-2	-5	0	0	0	33	4
O=S(=O)(c1cccs1)N1CCc2ccccc2C1	-5	0.8	-7	-1	7	11	20	-9	-1
O=C(c1ccc(=O)n(Cc2ccc(Cl)c(Cl)c2)c1)N1CCOCC1	/	0.9	8	-8	-5	5	5	9	-10
COC(=O)c1cccc(NC2CC(=O)N(c3ccc(OC)c(OC)c3)C2=O)c1 (stereo not drawn)	0	0.9	/	/	/	0	9	/	-11
O=c1cc(N2CCc3ccccc32)[nH]c(=O)n1Cc1ccc(F)cc1	-13	1.1	9	-5	-9	/	/	3	/
O=C(c1cnn(-c2ccccc2)c1)c1ccc2ccccc2c1O	/	0.9	-2	-5	3	10	-10	9	0
N#Cc1ccc(OCC(=O)NCCc2ccc(S(N)(=O)=O)cc2)cc1	3	1	2	-1	-3	1	-8	9	4
CCOc1ccccc1COC(=O)c1cccc(-n2cnnn2)c1	11	0.7	-2	-9	2	16	19	-14	-2
COc1ccc(-c2cc(C)nc3nc(N)nn23)cc1	5	0.8	-22	-10	25	6	-2	2	-6
O=C(CSc1nnc2c(n1)[nH]c1ccccc12)Nc1ccc2c(c1)OCO2	5	1.2	-5	-7	3	4	7	-2	-15
Cc1ccc(CSc2nnc(-c3ccc4c(c3)OCO4)o2)cc1	-10	0.8	1	-6	0	7	-3	-10	-10
CC(=O)c1cccc(OCC(=O)c2cc(C)n(-c3cc(C)on3)c2C)c1	2	1.4	-3	1	3	6	-9	-18	-2
Cc1cccc(C(=O)NCc2nnc(SCC(=O)N3CCN(c4ccccc4)CC3)n2C)c1	/	/	11	0	-6	/	/	-4	/
CCSc1nnc(-c2cccnc2)n1-c1ccc(C)c(Cl)c1	-36	1.1	-12	-3	11	-4	3	-6	-1
Cn1nccc1C(=O)N1CCc2ccccc21	/	/	1	-1	1	/	/	-4	/
CN1CCN(c2oc(-c3cccs3)nc2S(=O)(=O)c2ccccc2)CC1	1	1.6	/	/	/	1	-2	/	0
O=C(Cn1cnc2c(nnn2-c2cccc(Cl)c2)c1=O)N1CCCC1	-26	0.8	-8	1	8	2	-5	0	-9
CCCCN1C(=O)N(C)C2C1N(C)C(=O)N2CCCC (stereo not drawn)	/	/	12	-6	-10	/	/	1	/
CC(=O)c1cccc(NC(=O)c2cc3ccccn3n2)c1	10	0.8	5	-1	-3	1	-2	-24	10
CCOc1ccc(C2=Nn3c(nnc3-c3ccccc3OC)SC2)cc1	28	1.3	7	5	-7	18	5	6	5
COc1ccccc1C(=O)NC(C)C(c1cccs1)N1CCN(C)CC1 (stereo not drawn)	/	/	3	-5	-2	/	/	5	/
COc1ccc(OCC(=O)N2CC3(C)CC2CC(C)(C)C3)cc1 (stereo not drawn)	-25	1	-2	-3	2	0	3	6	-2
CC1=CC(=O)N(c2cccc(C(F)(F)F)c2)C1c1ccc(Cl)cc1 (stereo not drawn)	7	1	-10	-6	9	27	-4	0	6
CCOC(=O)c1ccc(NC(=O)C2C3CCC(C3)C2C(=O)O)cc1 (stereo not drawn)	1	1	3	-2	-4	5	-4	-12	-3

Complete entries from above:
Entry for O=C(CSc1nnc2c(n1)[nH]c1ccccc12)Nc1ccc2c(c1)OCO2 : CD11b adhes inh: 5; PLAP act: 1.2; sEH inhibitor: -5; S1P2 ag: -7; sEH activator: 3; PostGolgi ctrl: 4; PostGolgi yeast: 7; S1P2 antag: -2; E coli WT exp: -15
Entry for CCOc1ccc(C2=Nn3c(nnc3-c3ccccc3OC)SC2)cc1 : CD11b adhes inh: 28; PLAP act: 1.3; sEH inhibitor: 7; S1P2 ag: 5; sEH activator: -7; PostGolgi ctrl: 18; PostGolgi yeast: 5; S1P2 antag: 6; E coli WT exp: 5

Going on with the list.
SMILES	CD11b adhes inh	PLAP act	sEH inhibitor	S1P2 ag	sEH activator	PostGolgi ctrl	PostGolgi yeast	S1P2 antag	E coli WT exp
CCCn1c(=NC(C)=O)c(C(=O)OCC)cc2c(=O)n3ccccc3nc21	-26	1.2	/	15	/	5	-1	-14	5
O=C(CSc1nnc(-c2cccc(S(=O)(=O)N3CCCCC3)c2)o1)NCCC1=CCCCC1	-29	1.1	/	/	/	13	-1	/	-12
CCC(=NCc1ccccc1)C1=C(O)C(C(=O)OC)C(C)(C)CC1=O (stereo not drawn)	10	1.5	12	-7	-11	11	15	-6	-4
CCCCn1c(CNC(=O)CCC)nc2ccccc21	-11	1	4	-2	-5	14	-14	-2	2
Cc1ccc(-n2c(N)c(C(N)=O)sc2=S)c(C)c1	-3	1	-22	-2	19	9	4	13	1
Cc1ccc2cc(CN(CCCN(C)C)C(=O)NCc3ccccc3)c(=O)[nH]c2c1C	-6	1.7	-1	-7	2	13	8	9	3
CCOC(=O)c1cn(CC(=O)Nc2ccc(C(C)C)cc2)nn1	/	1	/	-7	/	6	7	0	-1
O=C(O)C1CCCN(S(=O)(=O)c2ccc(Cl)s2)C1 (stereo not drawn)	4	1	-5	-6	4	4	-1	9	-8
Cc1cc(NC(=O)CSc2nc(-c3ccccc3)cs2)no1	27	0.9	2	0	-2	14	16	-3	-13
c1ccc(OCCOc2ncnc3sccc23)cc1	-28	0.8	15	0	-13	10	-9	-3	3
COc1ccc(S(=O)(=O)NCc2ccccc2Cl)cc1OC	-1	1.2	-12	-1	12	-1	-3	6	2
Cn1c(=O)c2c(nc(SCCCC#N)n2Cc2ccccc2F)n(C)c1=O	12	1.1	-11	-4	10	5	-3	-5	-1
Cn1ncc(Cl)c1C(=O)Nc1cccc(Cl)c1	/	/	-6	1	9	/	/	-6	/
CCCCN(CC)Cc1ccc(CNC(=O)Nc2ccccc2)o1	-41	0.8	14	-5	-17	13	-3	7	6
CCOC(=O)Cc1csc(NC(=O)c2csc3c2CCCC3)n1	8	1	/	/	/	2	-15	/	-36
COCCOC(=O)c1[nH]c2c(c1C)C(=O)C(C(=O)OC)C(C)C2 (stereo not drawn)	6	0.9	/	-1	/	3	-11	-7	2
Cc1ccn2cc(CNC(=O)c3cccs3)nc2c1	-21	1	-6	-5	5	-4	5	-1	3
CCCN1Cc2cccc(C(=O)NC(C)c3cccs3)c2C1=O (stereo not drawn)	8	1.2	5	-1	-6	10	4	-23	-7
O=C(CCc1nc(-c2ccccc2)no1)NC1CCCCC1	-10	1.1	3	-3	-4	9	1	-11	-3
CCOC(=O)C(C)(C)C(=O)C(C)(C)C(O)c1ccccn1 (stereo not drawn)	2	1	3	-3	-1	8	6	-8	2

Marked active in PostGolgi ctrl (from the list above):
SMILES | CD11b adhes inh | PLAP act | sEH inhibitor | S1P2 ag | sEH activator | PostGolgi ctrl | S1P2 antag
COC(=O)c1ccc(C(c2c(N)n(CC(C)C)c(=O)[nH]c2=O)N2CCN(c3ccccc3)CC2)cc1 (stereo not drawn) | 13 | 1.8 | -15 | -2 | 13 | 35* | 2
COc1ccc2[nH]cc(/C=C(/C#N)S(=O)(=O)c3ccccc3)c2c1 | 2 | 1.1 | -3 | -6 | 0 | 37* | -1

(further entries)
SMILES	CD11b adhes inh	PLAP act	sEH inhibitor	S1P2 ag	sEH activator	PostGolgi ctrl	PostGolgi yeast	S1P2 antag	E coli WT exp
CC1S/C(=N/N=C/c2ccco2)NC1=O (stereo not drawn)	-9	1.1	-4	-8	5	-7	-1	-7	5
Cc1cc(C)nc(SCCCn2c(=O)[nH]c3ccccc32)n1	6	1.5	10	-7	-10	17	1	2	2
C/[N+]([O-])=C1\Cc2ccccc2C1=O	-11	0.8	-2	-1	3	1	-5	19	-4
Cc1c(C(N)=O)sc2ncn(CC(=O)OC(C)C)c(=O)c12	0	1.1	1	-3	1	6	-2	23	-4
